Giardia FBPA inh – blocks Giardia fructose-bisphosphate aldolase activity | A8B2U2 | AID 2451 | Potency, µM (top dose mostly 59.6 µM), for the others: top-dose activity, negative = inhibition, actives largely listed as inhibitors | 0.71% of 290,000 active | purified Giardia FBPA; also: potency is read from the fitted curve at half-maximal effect; nearly all actives have a fitted effect of over 55% in size
Target sequence (A8B2U2 whole entry, looked up): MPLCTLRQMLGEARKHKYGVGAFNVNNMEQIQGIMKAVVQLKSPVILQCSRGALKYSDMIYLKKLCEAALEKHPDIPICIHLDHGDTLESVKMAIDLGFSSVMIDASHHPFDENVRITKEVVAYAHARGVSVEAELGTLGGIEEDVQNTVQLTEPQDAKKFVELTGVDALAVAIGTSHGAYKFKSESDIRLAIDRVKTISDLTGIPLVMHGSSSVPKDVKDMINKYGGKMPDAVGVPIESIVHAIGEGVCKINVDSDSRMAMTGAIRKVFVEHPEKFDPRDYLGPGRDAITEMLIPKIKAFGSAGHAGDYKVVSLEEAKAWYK
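Giardia FBPA (40 nM reagent) was preincubated 10 min at RT with compound (up to 57.5 uM final), then substrate plus GAPDH/TPI/NAD/arsenate coupling system with diaphorase/resazurin was added; resorufin fluorescence (525/598 nm) was read after 20 min.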
Sm TGR block – blocks Schistosoma mansoni thioredoxin glutathione reductase; purified TGR, DTNB reduction, TNB absorbance 405 nm; Potency, µM (doses to about 114 µM), for inactives: at the highest dose activity change, negative = inhibition, usual class: inhibitors; 3% of 360,000 active; also: potency is read from the fitted curve at half-maximal effect; nearly all actives have a fitted effect of over 60% in size
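First, TGR (20 nM dispensed) and NADPH were mixed with compound. Second, a 15 min room-temperature incubation followed. Third, further NADPH and then DTNB were added to start the reaction. Finally, TNB absorbance was monitored kinetically.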
AMA1 RON2 block – AMA1-RON2 (P. falciparum) interaction inhibition; 0.2% of 360,000 active; Potency, µM (titrated, usually from 58.2 µM), inactives show at the top dose activity change, negative = inhibition, hits mostly inhibitors; AlphaScreen AMA1-biotinylated RON2 peptide binding;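 also: potency is read from the fitted curve at half-maximal effect; 0% = vehicle wells and -100% = peptide control; nearly all actives have a fitted effect of over 45% in size; some results filed as inactive show a strong effect at the top dose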
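AMA1 (3D7) with his tag at 25 nM final met compounds first, then biotinylated RON2 peptide at 25 nM; detection used donor plus acceptor beads, 10 µg/mL apiece, read by AlphaScreen after 30 min at room temperature.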
HCMV inh – blocks human cytomegalovirus replication; activity change, negative = inhibition, % at 57.5 µM; 4.5% of 410,000 active; AID 1259415; HFF cells, HCMV-luciferase reporter, 72 h; stronger effect = lower value; in the data active = activity change below about -60%; inconclusive = no clear call, values can overlap the other calls; inactive = above about -39%
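Compounds were evaluated in HFFs infected with an HCMV luciferase reporter virus (MOI 1 PFU/cell). Luciferase in lysates collected 72 h post infection served as the replication measure.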
AmpC detergent – AmpC beta-lactamase inhibition with detergent present. P00811. AmpC hydrolysis of nitrocefin, absorbance 480 nm, 0.01% Triton. Potency, µM (series often up to 114 µM), for the others: at the top dose activity change, negative = inhibition, most hits filed as inhibitors. 0.041% of 370,000 active. AID 485294;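 also: potency is read from the fitted curve at half-maximal effect; 0% = no-compound wells and -100% = no-enzyme wells; nearly all actives have a fitted effect of over 25% in size; some results filed as inactive show a strong effect at the top dose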
Target sequence (P00811 whole entry, looked up): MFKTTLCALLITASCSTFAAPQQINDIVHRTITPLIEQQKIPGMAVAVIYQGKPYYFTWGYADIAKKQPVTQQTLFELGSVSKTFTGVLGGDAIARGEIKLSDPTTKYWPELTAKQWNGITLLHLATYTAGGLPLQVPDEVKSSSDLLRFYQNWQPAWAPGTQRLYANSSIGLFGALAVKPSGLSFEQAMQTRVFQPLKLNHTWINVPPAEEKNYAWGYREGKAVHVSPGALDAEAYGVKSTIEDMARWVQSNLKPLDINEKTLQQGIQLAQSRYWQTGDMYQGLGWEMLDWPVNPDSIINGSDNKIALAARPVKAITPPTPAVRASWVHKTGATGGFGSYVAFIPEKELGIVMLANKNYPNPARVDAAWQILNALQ
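AmpC (5.3 nM in the dispensed reagent) in 20 mM phosphate pH 7.0 with 0.01% (detergent screen) or 0.0001% Triton X-100 was preincubated with compounds for 15 min at room temperature. Nitrocefin was then added from an 800 uM solution, and hydrolysis was followed at 480 nm.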
AmpC no deterg – inhibitors of E. coli AmpC beta-lactamase without detergent; 0.52% of 330,000 active; P00811; AmpC nitrocefin hydrolysis, absorbance 480 nm, 0.0001% Triton; Potency, µM (titrated, usually from 57.1 µM), without a hit: at the highest dose activity change, negative = inhibition, usual class: inhibitors;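 also: potency is read from the fitted curve at half-maximal effect; plate controls were no compound for no effect and no enzyme for full effect; nearly all actives have a fitted effect of over 20% in size; some results filed as inactive show a strong effect at the top dose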
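AmpC (5.3 nM in the dispensed reagent) in 20 mM phosphate pH 7.0 with 0.01% (detergent screen) or 0.0001% Triton X-100 was preincubated with compounds for 15 min at room temperature. Nitrocefin was then added from an 800 uM solution, and hydrolysis was followed at 480 nm.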
Starred values were filed as active, the others as inactive; ? = inconclusive; . = no result given; & = joins results of further samples; [ ] = another dose, or the depositor's remark. Unless noted, calls follow the shape of the dose curve; as a rule, active = well fitted curve in the direction sought with a large enough effect; inconclusive = small, poorly fitted or top-dose-only effect, or another doubt; inactive = no such curve, though single readings can be large; an effect the other way counts as inactive or inconclusive. Unless noted, % is scaled to controls: 0 for no effect and ±100 for the full control effect. This is a random part of the collection; any-hit rate near 7.8%.

| Structure | AmpC no deterg | Giardia FBPA inh | AmpC detergent | HCMV inh | Sm TGR block | AMA1 RON2 block |
| --- | --- | --- | --- | --- | --- | --- |
| Cc1c(Cl)c([N+](=O)[O-])nn1CC(=O)NC(C)c1ccccc1 (centres undefined) | 1% | 18% | 0% | -7 | -8% | -1% |
| COc1ccc(OCC(=O)NCCCCCCNC(=O)COc2ccc(OC)cc2)cc1 | 5% | . | ? | -19 | 2% | 0% |
| O=[N+]([O-])c1ccc(Oc2ccc(OCc3ccccc3)cc2)nc1 | -38% | 1% | -5% | -35 | -4% | 4% |
| O=C(CCCCCn1nnc2ccccc2c1=O)Nc1ccccc1F | -1% | -4% | 12% | -21 | 5% | 29% |
| CC(C(=O)NC(=O)NCc1ccccc1)N1C(=O)c2ccccc2C1=O (centres undefined) | -19% | -5% | 2% | -19 | 9% | 1% |
| Cc1ccc(C(=O)CN2C(=O)c3ccccc3S2(=O)=O)cc1 | -11% | 2% | -1% | -88* | 5% | -6% |
| COc1ccc(-c2nc3c(C#N)c[nH]n3c2NC2CCCCC2)c(OC)c1 | . | . | -1% | 9 | -12% | . |
| COc1cccc(CNC(=O)CN2C(=O)CSc3ccc(S(=O)(=O)N(C)C)cc32)c1 | . | . | 2% | -4 | 8% | . |
| Cc1ccsc1C(=O)NNC(=O)C1C2C=CC(C2)C1C(=O)O (centres undefined) | -3% | -15% | -8% | 13 | -7% | 45%[activator] |
| Cc1[nH]c(=O)nc(SCc2ccc(Cl)c(Cl)c2)c1C#N | -30% | 5% | -11% | 20 | -32% | -1% |
| O=C(Cn1nnc2ccccc21)Nc1ccc([N+](=O)[O-])cc1 | -20% | -1% | 0% | -24 | 11% | 0% |
| COc1ccc(OCC(=O)NCCNC(=O)c2cccnc2)cc1 | -18% | -1% | ? | 27 | 4% | 5% |
| CCOc1ccc(NC(=O)CCCN2C(=O)C(c3ccccc3)Oc3cccnc32)cc1 (centres undefined) | -4% | -1% | -4%&2% | -29&13 | 3%&10% | -10% |
| CC(=O)c1ccccc1NCC(=O)Nc1ccc(C)cc1 | 1%[2.29 µM] | -7% | -9% | -22 | -15% | 10% |
| CCOC(=O)C(C(=O)NCc1ccc(C)cc1)c1ncc(C(F)(F)F)cc1Cl (centres undefined) | 1% | 5% | 9% | -27 | 1% | 7% |
| CC(NS(=O)(=O)c1ccc(Br)s1)c1ccccc1 (centres undefined) | -27% | -1% | -1% | 22 | -8% | 12% |
| CCOc1ccc(S(=O)(=O)NCCC(=O)OCC(=O)NC(=O)c2cccn2C)cc1 | -19% | . | . | 3 | . | -16% |
| COCc1[nH]nc2c1C(c1ccc(F)cc1F)C(C#N)=C(N)O2 (centres undefined) | -29% | -5% | ? | -23 | -6% | -5% |
| O=C(NCc1cccs1)c1cccc(S(=O)(=O)N2CCCCC2)c1 | -41% | 6% | -7% | 36 | 27% | -2% |
| Cc1nc2c(c(C)nn2C(C)(C)C)c(C)c1CCC(=O)Nc1ccc(Br)cc1Br | . | . | -1% | 7 | -3% | . |
| CCOc1cc2[nH]c(=O)n(Cc3ccc(C(=O)N4CCN(c5cccc(Cl)c5)CC4)cc3)c(=O)c2cc1OCC | . | . | -4% | -10 | -2% | . |
| CCCOc1ccc(C(=O)NCCN2CCOCC2)cc1 | 141%[activator] | ? | -13% | 12 | -19% | 7% |
| Fc1ccc(-c2cc(-c3nnc4n3CCCCC4)c3ccccc3n2)cc1 | 4% | 4% | ? | 29 | -17% | -1% |
| CCN1C(=O)/C(=C/c2cccs2)S/C1=N\S(=O)(=O)c1ccc(C)cc1 | -17% | 5% | ? | ? | 4% | -19% |
| Cc1ccc(NS(=O)(=O)c2ccc(N3CCN(c4ccc(O)cc4)CC3)c([N+](=O)[O-])c2)c(C)c1 | -11% | -17% | -3% | -64* | -22% | ? |

An excerpt of the results above, as a working copy:
| Structure | AmpC no deterg | Giardia FBPA inh | AmpC detergent | HCMV inh | Sm TGR block | AMA1 RON2 block |
| --- | --- | --- | --- | --- | --- | --- |
| CC(=O)c1ccccc1NCC(=O)Nc1ccc(C)cc1 | 1%[2.29 µM] | -7% | -9% | -22 | -15% | 10% |
| CCOC(=O)C(C(=O)NCc1ccc(C)cc1)c1ncc(C(F)(F)F)cc1Cl (centres undefined) | 1% | 5% | 9% | -27 | 1% | 7% |
| CC(NS(=O)(=O)c1ccc(Br)s1)c1ccccc1 (centres undefined) | -27% | -1% | -1% | 22 | -8% | 12% |
| CCOc1ccc(S(=O)(=O)NCCC(=O)OCC(=O)NC(=O)c2cccn2C)cc1 | -19% | . | . | 3 | . | -16% |
| COCc1[nH]nc2c1C(c1ccc(F)cc1F)C(C#N)=C(N)O2 (centres undefined) | -29% | -5% | ? | -23 | -6% | -5% |
| O=C(NCc1cccs1)c1cccc(S(=O)(=O)N2CCCCC2)c1 | -41% | 6% | -7% | 36 | 27% | -2% |
| Cc1nc2c(c(C)nn2C(C)(C)C)c(C)c1CCC(=O)Nc1ccc(Br)cc1Br | . | . | -1% | 7 | -3% | . |
| CCOc1cc2[nH]c(=O)n(Cc3ccc(C(=O)N4CCN(c5cccc(Cl)c5)CC4)cc3)c(=O)c2cc1OCC | . | . | -4% | -10 | -2% | . |
| CCCOc1ccc(C(=O)NCCN2CCOCC2)cc1 | 141%[activator] | ? | -13% | 12 | -19% | 7% |
| Fc1ccc(-c2cc(-c3nnc4n3CCCCC4)c3ccccc3n2)cc1 | 4% | 4% | ? | 29 | -17% | -1% |
| CCN1C(=O)/C(=C/c2cccs2)S/C1=N\S(=O)(=O)c1ccc(C)cc1 | -17% | 5% | ? | ? | 4% | -19% |
| Cc1ccc(NS(=O)(=O)c2ccc(N3CCN(c4ccc(O)cc4)CC3)c([N+](=O)[O-])c2)c(C)c1 | -11% | -17% | -3% | -64* | -22% | ? |

Further records follow:
| Structure | AmpC no deterg | Giardia FBPA inh | AmpC detergent | HCMV inh | Sm TGR block | AMA1 RON2 block |
| --- | --- | --- | --- | --- | --- | --- |
| COc1cccc(CNC(=O)CCn2ccc3cc(S(=O)(=O)N4CCC(C)CC4)ccc32)c1 | 26% | -4% | 1% | -16 | -1% | -2% |
| Cc1cc(NC(=O)CCC(=O)N(c2cccnc2)C(C(=O)NC2CCCC2)c2ccccc2F)no1 (centres undefined) | 4% | 2% | -12% | ? | -3% | -1% |
| Cc1ccc(NC(=O)N2CCC(NC(=O)c3ccco3)CC2)cc1 | -6% | 6% | ? | 8 | -9% | 14% |
| O=C(Cc1ccc(Br)cc1)N1CCN(c2ccc(F)cc2)CC1 | 67%[activator] | 1% | 2% | 2 | -7% | -4% |
| C=CCn1c(NCCO)nc2c1c(=O)n(C)c(=O)n2C | -3% | 2% | -13% | 24 | 0% | 24% |
| Cc1ccc(-c2csc(NC(=O)CSc3nnc4c(n3)[nH]c3ccccc34)n2)cc1 | -56% | 1% | -18% | -26 | -4% | 12%[2.32 µM] |
| CC(C)(C)c1ccc(NNC(=O)C2CCC2)cc1 | -13% | 3% | 6% | 24 | 45µM* | -2% |
| COc1ccc(CCNC(=O)C(=O)NCC2OCCN2S(=O)(=O)c2cc(F)ccc2F)cc1OC (centres undefined) | 53% | -7% | 2% | 161 | 5% | 1% |
| CC(=O)Nc1ccc(S(=O)(=O)N2CCCCC2c2cccnc2)cc1 (centres undefined) | -22% | 0% | -6% | -15 | 16% | -7% |
| NC(=O)c1ccc[n+](CC(=O)c2cccc([N+](=O)[O-])c2)c1 | -4% | -7% | ? | 70 | -11% | 3% |
| CC(C)NC(=O)c1ccc2c(c1)N(CC(=O)N1CCCCC1)C(=O)C(C)(C)O2 | -7% | 4% | -15% | -24 | -5% | -8% |
| O=C(CSc1ccccc1)N1CCC2(CC1)OCCO2 | -4% | 9% | 1% | 11 | -5% | -8% |
| COc1ccccc1NCC(=O)NNCC(=O)Nc1ccc(F)c(Cl)c1 | -14% | -11% | 1% | 38 | 1% | 5% |
| CCOC(=O)CNC(=O)CSc1nnc(C)c(=O)[nH]1 | -26% | 1% | 1% | -7 | -1% | 1% |
| Cc1ccn(C(C)CC(=O)Nc2ccc(-c3ccno3)cc2)n1 (centres undefined) | -3% | . | 1% | -9 | 9% | 26% |
| Cc1ccc2c(c1)N(CCCC(=O)NCCCN1CCCCC1)C(=O)CO2 | 2% | -10% | -3% | -1 | 25% | -6% |
| O=C(Nc1nc2cc3c(cc2s1)OCCO3)c1ccc([N+](=O)[O-])o1 | -20% | . | 3% | -4 | -1% | -5% |
| Nc1ccc2c(c1)nc(Cc1ccccc1)n2CCO | -14% | -14% | 8% | -3 | 0% | -2% |
| CCOC(=O)C1CCN(C(=O)Nc2ccc3nc(-c4ccco4)c(-c4ccco4)nc3c2)CC1 | ? | ? | -4% | . | 0.71µM* | ? |
| O=C(Nc1ccccc1C(=O)N1CCCCC1)c1ccc(Cl)cc1Cl | 0% | . | 2% | 16 | 5% | -8% |
| Cc1ccc(OCc2cc(C(=O)N3CCN(c4ccccc4)CC3)no2)cc1C | -2% | . | 2% | 155 | -15% | -20% |
| Clc1ccc(CNc2cc(-c3ccccc3)nc3nncn23)cc1 | . | . | -4% | -33 | -7% | . |
| CCc1nc(N=C(N)N)nc2ccccc12 | -32% | 2% | 3% | -82* | 5% | . |
| CC(C)CC(NC(N)=O)C(=O)NCc1ccccc1Cl (centres undefined) | 18% | 9% | 1% | ? | 5% | 10% |
| CCCCNC(=O)CNC(=O)c1nn(-c2ccc(OC)cc2)c(=O)c2ccccc12 | -7% | 14% | -7% | -25 | 6% | 5% |
| CCN1CCN(c2cc(C)c3cc(NC(=S)NCCCOC)ccc3n2)CC1 | -17% | 4% | -2% | 16 | -35% | -5% |
| COc1cccc(CN2CCNC(=O)C2CC(=O)NCc2cn3ccccc3n2)c1OC (centres undefined) | 47% | -21% | 3% | -16 | ? | 17% |
| CC(=O)Nc1nnc(SCC(=O)NC(C)(C)C)s1 | -9% | -10% | -8% | -26 | -5% | 1% |
| CCn1c(CNC(=O)c2ccco2)nnc1SCC(=O)Nc1cc(F)ccc1C | 0% | 10% | -12% | -22 | 6% | -11% |
| Cc1ccccc1OCC(=O)NNC(=O)c1ccc2c(=O)n3c(nc2c1)CCC3 | 0% | . | -11% | -8 | -14% | 77%[activator] |
| O=C(c1ccc(Sc2ccc(F)cc2)c([N+](=O)[O-])c1)N1CCOCC1 | 98%[activator] | 2% | -5% | -35 | 1% | 6% |
| O=C(c1ccccc1[N+](=O)[O-])N1CCCC(C(=O)N2CCCCCC2)C1 (centres undefined) | -5% | 5% | -14% | 4 | -2% | 18% |
| Cc1ccc(NC(=O)c2cccc(C(F)(F)F)c2)cc1NC(=O)c1[nH]cnc1C(N)=O | -26% | . | 5% | 14 | -3% | 94%[activator] |

Assay outcomes deposited in PubChem BioAssay by National Center for Advancing Translational Sciences (NCATS).
